From PubChem
MITF act – MITF TRPM1 promoter activation in melanoma cells; SK-MEL-5 TRPM1-promoter luciferase, 24 h; % of positive control, neutral wells = 0; activation, % at 12.5 µM; hit rate 0.75% among 300,000; AID 588334;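 active means mean activation of at least 80% with every replicate also reaching 80%; inconclusive means mean reaches 80% but some replicate falls short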;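 further: 0% = neutral control wells and 100% = parthenolide positive control wells; values of inactives mirror those of a sister screen read the other way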
PvdQ acylase – P. aeruginosa PvdQ acylase inhibition; purified PvdQ acylase, fluorescence plate reader; inhibition, % at 10 µM; hit rate 0.063% among 340,000; AID 488965; in the data active means inhibition above about 30%, passing the limit was not always enough; inconclusive means no clear call, values can overlap the other calls;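 further: 0% = vehicle neutral wells and 100% = reference inhibitor wells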
Wnt act – Wnt/beta-catenin pathway activation; Wnt/beta-catenin reporter cell assay, activator, plate reader; activation, % at 9.35 µM; hit rate 1.2% among 300,000; in the data active means activation above about 30%, passing the limit was not always enough; inconclusive means no clear call, values can overlap the other calls;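 further: 0% = neutral control wells and 100% = positive control wells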
SR-BI DiI-HDL act – SR-BI HDL lipid transfer activation | CHO ldlA[mSR-BI] cells, DiI-HDL uptake fluorescence, 3 h; 100 = double the neutral-control signal | activation, % at 12.5 µM | hit rate 0.096% among 320,000 | AID 504775;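 active means mean replicate activation of at least 60% and every replicate at or above 60%; inconclusive means mean or all-replicate condition met, but not both; inactive means mean below 60% and not all replicates reaching 60%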;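 further: 0% = median plate neutral-control signal and 100% = twice that signal; values of inactives mirror those of a sister screen read the other way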
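Material: SR-BI-overexpressing, LDLR-lacking CHO cells | Dosing: Single compound concentration, delivered by pin transfer | Probe or stimulus: Labelled HDL, 10 µg/mL | Signal: Bottom-read cell fluorescence after medium removal, ex 550/em 595 nm | Schedule: 3 h, 37 °C | Evaluation: HDL uptake via cellular fluorescence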
Rtt109 HAT inh – C. albicans Rtt109 histone acetyltransferase inhibition; purified Rtt109/Vps75, ThioGlo CoA-SH fluorescence, 4 h; inhibition, % at 34.9 µM; hit rate 0.16% among 330,000;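 active means inhibition of at least 50% in every replicate; inconclusive means best replicate reaches 50% inhibition but some replicates fall short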
RTF Ca sens act – increases calcium sensitivity of human cardiac regulated thin filaments; P19429+P45379; activation, % at 7.2 µM; AID 493008; hit rate 0.24% among 340,000; IANBD-labeled TnC RTF fluorescence at EC20 calcium; 0% EC20 calcium, 100% full calcium;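 active means activation above the mean over all tested compounds plus 3 SD, cut at about 30% in these data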;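 further: rise in fluorescence read as greater calcium sensitivity of cardiac thin filaments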
HTR5A ag – counter-screen for OPRM1-OPRD1 agonists: human HTR5A agonism. P47898. HTR5A agonist assay, luminescence, cell-based. activation, % at 9.3 µM. hit rate 0.61% among 340,000. AID 504692; in the data active means activation mostly above about 9.5%, no sharp cut-off; inactive means mostly below about 7.6%;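 further: 0% = cells with vehicle only and 100% = reference agonist; strong numbers were not always called active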
SR-BI HDL uptake – mouse SR-BI HDL lipid transfer inhibition | AID 488896 | Q61009 | ldlA[mSR-BI] CHO cells, DiI-HDL uptake fluorescence, 3 h | hit rate 0.96% among 320,000 | inhibition, % at 12.5 µM;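 active means mean replicate inhibition of at least 70% and a set share of replicates each scoring 70 or more; inconclusive means meets just one of the two criteria; inactive means fails both criteria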;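 further: 0% = median of neutral control wells and 100% = median of positive control wells; values of inactives mirror those of a sister screen read the other way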
Target sequence (Q61009 whole entry, looked up): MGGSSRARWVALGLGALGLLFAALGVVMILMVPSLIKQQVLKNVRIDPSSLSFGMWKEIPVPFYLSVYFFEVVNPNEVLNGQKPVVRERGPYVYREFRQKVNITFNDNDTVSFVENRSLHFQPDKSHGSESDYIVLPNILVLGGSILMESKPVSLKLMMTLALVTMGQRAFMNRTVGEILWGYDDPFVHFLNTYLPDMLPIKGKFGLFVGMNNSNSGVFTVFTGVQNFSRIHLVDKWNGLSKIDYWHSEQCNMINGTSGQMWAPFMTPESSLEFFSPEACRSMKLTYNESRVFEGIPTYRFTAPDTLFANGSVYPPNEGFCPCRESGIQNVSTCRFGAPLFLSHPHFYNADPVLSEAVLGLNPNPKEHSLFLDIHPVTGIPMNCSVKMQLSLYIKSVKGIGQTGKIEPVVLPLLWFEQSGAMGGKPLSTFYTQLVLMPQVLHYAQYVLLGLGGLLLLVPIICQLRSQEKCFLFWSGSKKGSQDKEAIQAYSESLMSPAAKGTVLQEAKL
CDK5 inh – CDK5/p35 (human) kinase inhibition | Q00535+Q15078 | inhibition, % at 10 µM | hit rate 0.01% among 330,000 | Recombinant CDK5/p35, ADP-Glo luminescence, 60 min;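 active means highest replicate inhibition of at least 50% and at least 75% of replicates reaching 50%; inconclusive means only one of the two criteria met; inactive means both criteria failed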;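 further: plate controls were DMSO neutral control for no effect and GW8510 at 10 µM for full effect; many of its hits are not listed in these tables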
dFosB act – enhances mouse delta FosB homodimer DNA binding | P13346 | purified delta FosB, TAMRA-CDK5 oligo fluorescence polarization; percent of positive-control signal above neutral wells | activation, % at 25 µM | hit rate 0.99% among 340,000 | AID 493131;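 active means mean activation above about 17%, with every replicate also reaching it, limit read from the data, passing the limit was not always enough; inconclusive means only one of the two conditions met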;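 further: fluorescence polarization rise as delta FosB binds a TAMRA Cdk5 AP-1 oligo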
Target sequence (P13346 whole entry, looked up): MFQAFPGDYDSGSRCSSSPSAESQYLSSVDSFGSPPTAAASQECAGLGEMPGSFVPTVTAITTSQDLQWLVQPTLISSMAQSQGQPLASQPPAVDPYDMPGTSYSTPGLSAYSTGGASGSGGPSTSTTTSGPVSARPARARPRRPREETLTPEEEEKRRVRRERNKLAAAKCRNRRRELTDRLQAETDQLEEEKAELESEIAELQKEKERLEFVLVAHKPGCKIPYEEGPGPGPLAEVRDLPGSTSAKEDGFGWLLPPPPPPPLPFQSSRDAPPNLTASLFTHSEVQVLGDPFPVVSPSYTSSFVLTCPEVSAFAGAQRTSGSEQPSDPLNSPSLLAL
Starred values were filed as active, the others as inactive; ? = inconclusive; nt = no result given.

SMILES	MITF act	PvdQ acylase	Wnt act	SR-BI DiI-HDL act	Rtt109 HAT inh	RTF Ca sens act	HTR5A ag	SR-BI HDL uptake	CDK5 inh	dFosB act
CCOc1cc(CNCCO)cc(Br)c1OCc1ccc(Cl)cc1	-20	-3	-1	12	17	-2	5	-12	2.9	?
Cn1c(CNC(=O)CCNC(=O)c2ccc(Br)cc2)cc(=O)n(C)c1=O	-6	7	-1	10	48	-3	-2	-10	2.2	-7
O=C(CCSCc1ccccc1F)NCc1cccnc1	4	4	0	14	20	-4	-1	-14	1.8	5
CCc1ccccc1NC(=O)N[C@@H](C)C(=O)OC	-4	-5	nt	9	nt	3	-3	-9	1.0	-4
COCCNC(=O)/C(C#N)=C/c1c(N2CCCCCC2)nc2ccccn2c1=O	5	-24	1	-19	-5	-6	-4	19	-4.3	-2
CSCC(=O)Nc1cc(C)on1	nt	-6	4	-4	1	3	-1	4	-0.8	-5
O=C(NC(=O)c1cc([N+](=O)[O-])ccc1Cl)C1=C(N2CCCC2)COC1=O	1	7	-1	-14	-1	-5	1	14	-0.5	-7
CCn1cc(C(=O)Nc2cccc(NC(C)=O)c2)c2cc(OC)c(OC)cc2c1=O	-5	14	-5	nt	3	4	1	10	-2.8	11
O=C(CCNS(=O)(=O)c1ccccc1C(F)(F)F)NCCCN1CCOCC1	-6	12	-3	10	14	-4	5	-10	-3.3	2
Cc1ncc([N+](=O)[O-])n1CCOC(=O)c1ccc(Cl)cc1Cl	14	11	nt	-12	15	-3	-1	12	-0.6	-4
Cc1ccc(CNC(=O)NC23CC4CC(CC(C4)C2)C3)cc1	-19	6	-1	4	11	2	0	-4	-1.5	-4
O=C(CCc1ccccc1)NNC(=O)c1ccc(F)cc1	-7	8	0	16	7	-4	-12	-16	2.0	-1
COc1ccc(NC(=O)CCN2C(=O)c3cccc([N+](=O)[O-])c3C2=O)cc1	-6	-1	0	8	-2	-7	5	-8	-0.9	0
O=S(=O)(c1ccc(-c2ccon2)s1)N1CCCC1	-6	-18	-1	3	0	15	-8	-3	-1.1	-9
COc1ccc(OC)c(S(=O)(=O)n2nnc3ccccc32)c1	7	11	nt	31	5	-2	-2	-31	-0.8	-6
Cc1ccc(COC(=O)c2nn(-c3ccccc3)nc2N)cc1	3	-33	-1	32	4	6	1	-32	2.6	-22
Cc1ccc(NC(=O)CN(C)S(=O)(=O)c2cccc3nsnc23)cc1Cl	nt	-14	nt	-89	9	2	-1	?	-2.2	-10
COc1ccc(-c2cc(-c3ccccc3)c(C#N)c(S(C)=O)n2)cc1 (stereo not given)	-68	-14	-26	-17	0	0	0	17	1.8	-17
O=C(O)CCC(=O)N1N=C(c2ccccc2)CC1c1cccs1 (stereo not given)	1	-11	-1	44	8	-4	12	-44	0.5	-4
COc1cccc(CNC(=O)c2cccs2)c1	0	6	0	nt	9	-1	4	nt	-1.3	-4
Cc1ccc(S(=O)(=O)Nc2nc3ccc(N)cc3s2)cc1	-12	-9	-1	2	1	2	0	-2	-4.7	-4
CN(C)C(=O)/C=C\c1cn(-c2ccccc2)nc1-c1ccc2c(c1)OCCO2	-18	-6	4	-15	nt	-8	5	15	-1.4	-6
CS(=O)(=O)c1ccc(C(=O)Nc2ccccc2Cl)cc1	17	-6	3	2	0	0	-1	-2	0.2	-8
NC(CCC(=O)NC(CS)C(=O)NCC(=O)O)C(=O)O (stereo not given)	18	-1	2	-15	-20	-2	3	15	-0.6	2
O=C(NCc1cnc2ccccn12)C1CCC(=O)N(Cc2cccc(F)c2)C1 (stereo not given)	0	4	1	6	3	0	-3	-6	2.0	-3
Next structures
SMILES	MITF act	PvdQ acylase	Wnt act	SR-BI DiI-HDL act	Rtt109 HAT inh	RTF Ca sens act	HTR5A ag	SR-BI HDL uptake	CDK5 inh	dFosB act
NC(CO)C12CC3CC(CC(C3)C1)C2 (stereo not given)	0	1	17	-2	-4	2	1	2	-0.5	0
O=C(C#Cc1cccc([N+](=O)[O-])c1)c1ccccc1	-81	3	nt	-3	4	0	3	3	-0.1	-3
CC1(C)NC(=O)N(CC(O)COc2ccc(N3C(=O)c4ccccc4C3=O)cc2)C1=O (stereo not given)	3	-14	nt	nt	8	2	-2	nt	-1.2	2
C=CCNC(=S)NC(=O)c1csc([N+](=O)[O-])c1	-14	1	-1	14	2	9	3	-14	-0.1	-5
Cc1ccc(NCc2n[nH]c(=S)n2-c2ccccc2)cc1Cl	0	-6	-2	13	7	-1	-2	-13	0.9	-3
C=CCn1c(SCC(=O)NCc2ccco2)nc2sc3c(c2c1=O)CCCC3	-1	2	nt	15	-3	-3	6	-15	-0.9	4
N#CCCn1nc(-c2ccc(Cl)cc2)cc1Nc1ccccc1NC(=O)C(F)(F)F	-6	-17	3	5	-4	-5	-2	-5	-1.0	-4
COc1ccc(C(=O)/C=C/c2ccccc2OC)c(OC(=O)c2ccc([N+](=O)[O-])cc2)c1	13	-5	38*	-46	-2	1	2	46	-0.8	-11
CS(=O)(=O)c1ccc(Cl)c(NC(=O)CSc2nnc(C3CC3)n2C2CC2)c1	-9	-16	-1	nt	-8	1	2	-20	0.5	-2
CCOc1ccc(CCNC(=O)COn2nnc3ccc(S(=O)(=O)N4CCOCC4)cc32)cc1OCC	-10	6	-2	6	3	-4	-1	-6	-0.7	-11
CC(NC(N)=O)C(=O)Nc1ccc(Cl)c(S(=O)(=O)Nc2ccc(Br)cc2)c1 (stereo not given)	2	-12	0	2	-4	-2	-3	-2	0.0	-3
O=C(Cn1c(-c2ccccc2Cl)nc2ccccc21)Nc1cccc(Cl)c1	6	-1	2	-7	-14	-6	nt	7	0.3	1
COCCNC(=O)CC(c1ccccc1)c1ccccc1	9	-12	nt	7	6	2	-2	-7	0.8	1
CCn1nc(C(=O)N[C@@H](CCSC)c2nc3ccccc3[nH]2)c2ccccc2c1=O	29	-15	nt	-1	14	0	-5	1	1.2	3
Cc1ccc(-n2nc(C)cc2N)c(C)c1	-11	-2	-2	11	-14	3	3	-11	1.0	5
O=C(NCCC1=CCCCC1)c1cc(-c2ccncc2)nc2ccccc12	5	-7	0	10	-3	3	1	-10	-2.7	-7
CC(C)c1ccc(NC(=S)N2CCN(S(=O)(=O)c3ccccc3)CC2)cc1	-6	-15	-1	16	2	-1	-1	-16	0.8	-2
COc1ccc(OC)c(S(=O)(=O)Nc2cc3c(cc2N2CCCC2)n(C)c(=O)c(=O)n3C)c1	-16	-11	-2	-6	13	-3	4	6	0.0	-3
Cn1c(SCC(=O)Nc2ccccc2[N+](=O)[O-])nnc1C(F)(F)F	0	-12	-1	21	-8	2	-2	-21	1.2	-2
O=C(COc1ccccc1)Nc1nnc(COc2ccccc2)s1	9	-3	1	-9	0	4	5	9	1.6	12
Nc1nnc(CCCCc2cccs2)o1	-10	-2	-3	3	-3	0	3	-3	0.3	7
CC(=O)Nc1ccccc1C(=O)C(=O)Nc1ccc(C(=O)NCC2CCCO2)cc1 (stereo not given)	8	-12	2	-3	-10	-1	2	3	-2.1	3
O=c1cc(O)c2ccc(O)cc2o1	-7	-3	0	16	-1	2	5	-16	-1.4	-1
Cc1ccc(-n2nc(C)c3cc(C(=O)O)sc32)cc1	-3	-18	-1	5	9	5	-5	-5	2.6	-13
O=C(CNc1n[nH]c(=O)[nH]c1=O)N/N=C/c1cccnc1	8	-4	0	20	-9	3	-6	-20	0.8	2
(continued)
SMILES	MITF act	PvdQ acylase	Wnt act	SR-BI DiI-HDL act	Rtt109 HAT inh	RTF Ca sens act	HTR5A ag	SR-BI HDL uptake	CDK5 inh	dFosB act
Cc1ccc2[nH]c3c(=O)n(Cc4ccncc4)cnc3c2c1	0	-18	nt	-11	4	-1	0	11	0.1	1
CN(C(=O)COC(=O)c1cc([N+](=O)[O-])ccc1Sc1ccccc1)C1CCS(=O)(=O)C1 (stereo not given)	-3	-9	-3	-53	8	5	-1	53	-0.9	-2
Cc1cc(C)c(NC(=O)Nc2ccccc2C)c(Cl)c1	1	-2	-1	nt	-4	-3	0	nt	-0.3	20*
CCCNS(=O)(=O)c1ccc(OCC(=O)N2CCCC2)cc1	-7	6	-1	13	3	1	4	-13	0.1	-2
Cc1cc(C)n2c(SCC(=O)NC3CCCCC3)nnc2n1	11	-5	9	8	0	3	-2	-8	1.1	-1
COc1ccc(-c2noc(-c3cccs3)n2)cc1OC	nt	-9	60*	nt	-2	3	0	nt	1.1	-4
CCN(C(=O)CN1C(=S)NC(C)(C)CC1C)c1ccc(C)c(C)c1 (stereo not given)	-7	-6	-1	5	2	-2	2	-5	0.3	4
Cc1cccc(-n2c(C)cc(/C=N/NC(N)=S)c2C)c1	4	3	0	-68	-6	-5	-2	68	0.7	-3
C=CCOc1ccc(CNc2ccc3[nH]c(=O)[nH]c3c2)cc1OCC	-1	6	1	-17	-6	19	0	17	1.2	-10
CC(C)[C@H](NC(=O)[C@@H]1Cc2ccccc2CN1C(=O)OC(C)(C)C)C(=O)NCC1CCC(C(=O)O)CC1 (stereo not given in full)	4	6	3	11	-9	-1	1	-11	0.3	1
O=C(Nc1ccc(N2CCCCC2)cc1)c1ccccn1	-81	7	nt	6	2	-4	-1	-6	9.0	0
O=[N+]([O-])c1cccc(-c2noc(COc3ccccc3)n2)c1	14	0	0	-10	5	2	4	10	0.2	-2
CCNc1nc(NCc2ccccc2)nc(SCC(N)=O)n1	3	-1	-1	10	10	1	-1	-10	0.6	-10
Cc1cc(C2(c3ccc(O)c(C)c3)C(=O)Nc3ccccc32)ccc1O	-33	-5	nt	23	7	-1	10	-23	-0.1	-20
COC(=O)[C@@H](NC(=O)NCc1ccccc1Cl)C(C)C	-2	0	nt	-7	2	5	4	7	3.2	3
CC(C)C(=O)NC(=S)N(Cc1ccccc1)Cc1ccccc1	3	-7	-9	-4	nt	-6	0	4	-0.8	-3
CCC(Sc1nc(C)cc(=O)[nH]1)C(=O)Nc1sc2c(c1C#N)CCCC2 (stereo not given)	-4	-6	-1	-2	-3	-1	13	2	-0.1	2
CN(C(=O)c1cccc(NC(=O)Cc2ccc(NC(=O)C3CCN(C(=O)C4CCC4)CC3)cc2)c1)C1CCCCC1	1	-3	-3	-55	6	0	3	55	-0.9	-2
CC(C)OP(=O)(OC(C)C)C1(O)C(=O)Nc2ccccc21 (stereo not given)	-8	-13	nt	21	8	3	2	-21	0.9	4
CC(C)(C)c1ccc(OCC(=O)N2CCN(C=O)CC2)cc1	8	-3	nt	-4	-1	-6	2	4	0.9	-1
COc1ccc(-c2[nH]ncc2-c2cnc(C)s2)c(O)c1	-6	0	-2	?	0	2	4	-86	-0.6	-2
O=C(COc1cccc(-n2cnnn2)c1)NC1CCCCC1	6	6	-1	14	4	8	2	-14	-0.5	-17
